# KAT2A inh: GCN5L2 (KAT2A) acetyltransferase inhibition | Q92830 | AID 504327 | actives 0.21% (n = 390,000) | Potency, µM (titrated, usually from 58.9 µM), for inactives: at the top dose activity change, negative = inhibition, usual class: inhibitors | GCN5L2 HAT assay, ThioGlo1 CoA-SH fluorescence; active = well fitted inhibition curve with a large enough effect; inconclusive = small, poorly fitted or top-dose-only effect, or another doubt; inactive = no such curve, though single readings can be large or run the other way
# Target sequence (Q92830 whole entry, looked up): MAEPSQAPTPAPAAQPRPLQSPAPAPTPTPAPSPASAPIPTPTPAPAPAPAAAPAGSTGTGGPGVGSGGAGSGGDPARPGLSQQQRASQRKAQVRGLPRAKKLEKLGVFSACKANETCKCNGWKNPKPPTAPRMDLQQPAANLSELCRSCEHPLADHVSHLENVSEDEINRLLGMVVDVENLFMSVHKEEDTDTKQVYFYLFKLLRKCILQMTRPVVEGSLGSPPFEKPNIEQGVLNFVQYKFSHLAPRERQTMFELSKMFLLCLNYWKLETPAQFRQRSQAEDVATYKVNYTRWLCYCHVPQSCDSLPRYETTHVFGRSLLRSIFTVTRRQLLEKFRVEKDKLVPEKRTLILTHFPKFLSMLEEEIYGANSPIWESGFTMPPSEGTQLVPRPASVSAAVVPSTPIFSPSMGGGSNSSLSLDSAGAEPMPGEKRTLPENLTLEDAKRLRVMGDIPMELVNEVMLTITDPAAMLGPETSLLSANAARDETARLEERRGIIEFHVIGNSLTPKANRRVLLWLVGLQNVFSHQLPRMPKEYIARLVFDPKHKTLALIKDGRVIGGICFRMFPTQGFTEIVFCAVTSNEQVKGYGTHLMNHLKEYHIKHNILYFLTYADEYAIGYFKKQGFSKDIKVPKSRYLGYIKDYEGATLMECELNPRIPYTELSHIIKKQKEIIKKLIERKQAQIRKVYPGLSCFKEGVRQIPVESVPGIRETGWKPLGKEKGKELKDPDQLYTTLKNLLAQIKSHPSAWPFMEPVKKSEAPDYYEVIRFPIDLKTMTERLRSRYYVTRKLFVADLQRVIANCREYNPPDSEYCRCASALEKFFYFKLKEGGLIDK
#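 Titration-based screen in which CoA formation is detected via maleimide probe ThioGlo1 (50uM) turning fluorescent on thiol reaction; substrates H3(1-25) 75uM and acetyl-CoA 70uM, GCN5L2 20nM, 20 min incubation at room temperature.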
# * marks the source's active call; other numbers are inactive results; ? = inconclusive; & = joins results of further samples; [ ] = another dose, or the depositor's remark. % is scaled to controls: 0 for no effect and ±100 for the full control effect; potency is read from the fitted curve at half-maximal effect.
CCn1c2ccccc2c2cc(NC(=O)Nc3ccc([N+](=O)[O-])cc3C)ccc21
- KAT2A inh: 1%
CCOC(=O)c1ccc(NC(=O)C2CCN(S(=O)(=O)c3ccc4c(c3)CCCC(=O)N4)CC2)cc1
- KAT2A inh: 3%
COc1cccc(CC(NC(C)=O)C(=O)NC2CCN(c3c4c(nc5ncnn35)CCC4)CC2)c1OC (stereo not drawn)
- KAT2A inh: 0%
CC(=O)Oc1c(C)cc(O)c2ccccc12
- KAT2A inh: -11%
COc1cccc2[nH]c3c(N4CC(C)CC(C)C4)ncnc3c12 (stereo not drawn)
- KAT2A inh: -3%
CN(Cc1ccco1)c1ncnc2ccc(-c3ccc4c(ccn4C)c3)cc12
- KAT2A inh: -8%&-2%
COc1ccc([C@@H]2CC(=O)c3c(O)cc(O[C@H]4O[C@@H](CO[C@H]5O[C@@H](C)[C@@H](O)[C@@H](O)[C@@H]5O)[C@@H](O)[C@@H](O)[C@@H]4O)cc3O2)cc1O
- KAT2A inh: 4%[21.4 µM]
CCCSc1nnc2n(-c3cccc(C)c3)c(=O)c3c4c(sc3n12)CCCC4
- KAT2A inh: -11%
CC12C=CC(=O)C=C1CCC1C2=CCC2(C)C1CC[C@@H]2C(=O)CN1CCN(c2cc(N3CCCC3)nc(N3CCCC3)n2)CC1 (stereo partly drawn)
- KAT2A inh: 8%&-7%
O=c1ccc2c(OCCCCOc3ccccc3)c3ccoc3cc2o1
- KAT2A inh: -5%
O=C(O)C1OC(O)C(O)C(O)C1O (stereo not drawn)
- KAT2A inh: -9%
COc1ccc(N2CCN(CCCNC(=O)c3cnn(-c4ccc(F)cc4)c3-n3cccc3)CC2)cc1
- KAT2A inh: 8%
CCOc1ccc(-n2c(-c3ccccc3)c(C)n3c4c(=O)n(C)c(=O)n(C)c4nc23)cc1
- KAT2A inh: -6%
CC1=C(C(=O)OCC2CCCCC2)C(c2cccc(O)c2)NC(=O)N1 (stereo not drawn)
- KAT2A inh: -20%
CCCn1c(SCC(=O)Nc2sc(C)c(C)c2C(=O)OC)nc2c1c(=O)n(C)c(=O)n2C
- KAT2A inh: -15%
N[C@@H](Cc1c[nH]c2ccccc12)C(=O)O
- KAT2A inh: -1%&-6%
O=C(NC1CCS(=O)(=O)C1)c1cccnc1 (stereo not drawn)
- KAT2A inh: -14%
COc1ccc(CC(=O)NNC(=O)Cc2ccc(OC)cc2)cc1
- KAT2A inh: -15%
CCCOc1ccc2oc(=O)c3c(c2c1)CCCN3C(=O)CN1CCN(C(=O)c2ccco2)CC1
- KAT2A inh: -5%
Cc1nc(-c2ccccc2)c(-c2ccncc2)o1
- KAT2A inh: -5%
Oc1cc(Nc2ccncc2)cc2cccnc12
- KAT2A inh: -2%&-1%
Brc1cc2c(cc1/C=N/Nc1nc(N3CCCCC3)nc(N3CCCCC3)n1)OCO2
- KAT2A inh: -18%
Cc1nc(N)sc1C(=O)N/N=C/c1ccccc1[N+](=O)[O-]
- KAT2A inh: -7%
OCCCc1nc2n(n1)C(c1cccs1)C=C(c1ccc(Br)cc1)N2 (stereo not drawn)
- KAT2A inh: -25%
CCN1CCN(CCOCCOc2ccccc2-c2ccccc2)CC1
- KAT2A inh: -3%

CCCCC(=O)OCC(=O)[C@]1(O)Cc2c(O)c3c(c(O)c2[C@H](OC2CC(NC(=O)C(F)(F)F)C(O)C(C)O2)C1)C(=O)c1c(OC)cccc1C3=O (stereo partly drawn)
- KAT2A inh: -15%
COc1ccc(-c2nc(C)c(CCNC(=O)c3cccs3)s2)cc1OC
- KAT2A inh: -12%
O=C(CN1CCCN(S(=O)(=O)c2ccc(Br)cc2)CC1)Nc1ccc2c(c1)OCO2
- KAT2A inh: -7%
Cc1ccc(C2=NN(CC(=O)NCc3cccnc3)C(=O)CC2)cc1
- KAT2A inh: 20%
CCOC(=O)c1c(CNCc2ccccc2F)c2sc(C)cc2n1C
- KAT2A inh: -5%
CC1=CC(=Nc2c(C)n(C)n(-c3ccccc3)c2=O)C=CC1=O
- KAT2A inh: -8%
CC1CCN(C(=O)C2CCN(CCCc3ccccc3)CC2)CC1
- KAT2A inh: 0%
CCOC(=O)c1cnc(SCC(=O)Nc2ccc(N3CCOCC3)cc2)nc1N
- KAT2A inh: -2%
CCOC(=O)Cn1c(=O)c2c(nc3n2CCN3c2ccc(C)cc2)n(C)c1=O
- KAT2A inh: -5%
CCCCCCN(C(=O)CCCCCN1C(=O)NC(c2cccc([N+](=O)[O-])c2)C(C(=O)OCc2ccccc2)=C1C)C(C(=O)NCCCC)c1ccc(OCC(=O)OC)c(C(=O)OC)c1 (stereo not drawn)
- KAT2A inh: 17%
CCNC(=O)c1c(N)sc2c1CCCCC2
- KAT2A inh: -6%
CC1CCC(C(C)C)C(P(=O)(c2ccccc2)c2ccccc2)C1 (stereo not drawn)
- KAT2A inh: -20%
CCN(Cc1ccccc1)C(=O)c1cnn(-c2ccc(F)cc2)c1-n1cccc1
- KAT2A inh: -2%
COc1cccc(-n2c([S-])c(C(=O)Nc3ccc(C(F)(F)F)cc3)[n+]3ccccc23)c1
- KAT2A inh: 0%
O=C(CCc1ccc(S(=O)(=O)NCCc2ccccc2)cc1)N1CCN(Cc2ccc3c(c2)OCO3)CC1
- KAT2A inh: -6%
Cc1c(C(C)(C(=O)O)c2c(C)n(C)c3ccccc23)c2ccccc2n1C
- KAT2A inh: 13%
Cc1ccc(OCc2nn3c(-c4n[nH]c5c4CCC5)nnc3s2)cc1
- KAT2A inh: -1%
Cc1ccc(NC(NC(=O)OCCn2c([N+](=O)[O-])cnc2C)C(Cl)(Cl)Cl)cc1 (stereo not drawn)
- KAT2A inh: -6%
c1ccc(C2CCC(N3CCC(N4CCCCC4)CC3)CC2)cc1 (stereo not drawn)
- KAT2A inh: -6%
NC(=O)c1cc([N+](=O)[O-])ccc1NCCN1C(=O)c2ccccc2C1=O
- KAT2A inh: -4%
COc1ccc(Nc2cc(C)nc3c(C)c(C)ccc23)cc1
- KAT2A inh: -1%
Cc1ccc(/C=N/NC(=O)c2c(-c3ccccc3)noc2C)c(O)c1
- KAT2A inh: -24%
COC1C(OC(=O)/C=C/C=C/C=C/C=C/C(=O)O)CCC2(CO2)C1C1(C)OC1CC=C(C)C (stereo not drawn)
- KAT2A inh: -9%
CCn1c(SCC(=O)Nc2ccccc2C(=O)OC)nc2c1c(=O)n(C)c(=O)n2C
- KAT2A inh: 0%
N#Cc1ccc(CSc2nnc(-c3ccc(Br)cc3)o2)cc1
- KAT2A inh: 3%

# At a glance, some entries already given:
CCN(Cc1ccccc1)C(=O)c1cnn(-c2ccc(F)cc2)c1-n1cccc1
- KAT2A inh: -2%
COc1cccc(-n2c([S-])c(C(=O)Nc3ccc(C(F)(F)F)cc3)[n+]3ccccc23)c1
- KAT2A inh: 0%
O=C(CCc1ccc(S(=O)(=O)NCCc2ccccc2)cc1)N1CCN(Cc2ccc3c(c2)OCO3)CC1
- KAT2A inh: -6%
Cc1c(C(C)(C(=O)O)c2c(C)n(C)c3ccccc23)c2ccccc2n1C
- KAT2A inh: 13%
Cc1ccc(OCc2nn3c(-c4n[nH]c5c4CCC5)nnc3s2)cc1
- KAT2A inh: -1%
Cc1ccc(NC(NC(=O)OCCn2c([N+](=O)[O-])cnc2C)C(Cl)(Cl)Cl)cc1 (stereo not drawn)
- KAT2A inh: -6%
c1ccc(C2CCC(N3CCC(N4CCCCC4)CC3)CC2)cc1 (stereo not drawn)
- KAT2A inh: -6%
NC(=O)c1cc([N+](=O)[O-])ccc1NCCN1C(=O)c2ccccc2C1=O
- KAT2A inh: -4%
COc1ccc(Nc2cc(C)nc3c(C)c(C)ccc23)cc1
- KAT2A inh: -1%
Cc1ccc(/C=N/NC(=O)c2c(-c3ccccc3)noc2C)c(O)c1
- KAT2A inh: -24%
COC1C(OC(=O)/C=C/C=C/C=C/C=C/C(=O)O)CCC2(CO2)C1C1(C)OC1CC=C(C)C (stereo not drawn)
- KAT2A inh: -9%
CCn1c(SCC(=O)Nc2ccccc2C(=O)OC)nc2c1c(=O)n(C)c(=O)n2C
- KAT2A inh: 0%
N#Cc1ccc(CSc2nnc(-c3ccc(Br)cc3)o2)cc1
- KAT2A inh: 3%

# Continuation:
CC(C)(C)C#CC(CCc1ccccc1)OS(N)(=O)=O (stereo not drawn)
- KAT2A inh: -10%
CCOCC(=O)Nc1cc(Cl)c(OC)cc1OC
- KAT2A inh: -1%
CC(C)Nc1ccc(Cl)cc1[N+](=O)[O-]
- KAT2A inh: 1%
O=c1oc2cc(OCc3ccc(F)cc3F)ccc2cc1-c1ccc2ccccc2n1
- KAT2A inh: -6%
Cc1csc(CNc2ncnc3ccc(-c4ccc5c(c4)OCO5)cc23)c1
- KAT2A inh: 0%&0%
CCCCc1ccc(-c2nc(NC(=O)C3C4CCC(O4)C3C(=O)O)sc2C)cc1 (stereo not drawn)
- KAT2A inh: -19%
Cc1cc2c(cc1Cl)N(C(=O)Nc1ccnc3ccccc13)CC2
- KAT2A inh: 4%
O=C(Nc1ccc(Br)cc1)c1ccc(Br)c(S(=O)(=O)NCc2ccccc2)c1
- KAT2A inh: -8%
O=S(=O)(NC1CCN(S(=O)(=O)c2ccc3c(c2)OCCO3)CC1)c1c(F)cccc1F
- KAT2A inh: -19%
COc1ccc(OCc2nnc(SCC(=O)c3c(N)n(C)c(=O)n(C)c3=O)n2-c2ccccc2F)cc1
- KAT2A inh: -3%
Cc1cc(NC(=O)COc2ccccc2)cc(-c2nc3ccccc3o2)c1O
- KAT2A inh: -16%
CN(C)S(=O)(=O)c1ccc2c(c1)N(CC(=O)N1CCN(c3ccc(F)cc3)CC1)CCS2
- KAT2A inh: -14%
O=C(CSc1nc2c(cnn2-c2ccc(F)cc2)c(=O)[nH]1)N1N=C(c2cccs2)CC1c1ccc(F)cc1 (stereo not drawn)
- KAT2A inh: 1%
Cc1nc2ccccc2c(=O)n1/N=C/c1ccc([N+](=O)[O-])o1
- KAT2A inh: -7%
Cc1c(Cc2ccccc2)sc(N)c1C(N)=O
- KAT2A inh: -8%
Cn1nnnc1SCCNCc1ccc(OCc2ccccc2)cc1
- KAT2A inh: -7%
Cc1ccc(N=c2c([N+](=O)[O-])nn(-c3ccc4c(c3)OCCO4)n2O)c(Cl)c1
- KAT2A inh: 1%
O=C(NC(=S)NCc1ccco1)c1cccc(Cl)c1
- KAT2A inh: -19%
CCOC(=O)CC(NC(=O)Cn1nnc(-c2ccc(C(F)(F)F)cc2)n1)c1ccc(C)cc1 (stereo not drawn)
- KAT2A inh: 0%
COC(=O)c1ccccc1S(=O)(=O)N(Cc1cc2cc3c(cc2[nH]c1=O)OCO3)C1CCCCC1
- KAT2A inh: 2%
COc1ccccc1C(=O)n1nc(-c2ccccc2)nc1NCc1ccc(Cl)cc1
- KAT2A inh: -12%
COc1cc(C2CC(=O)N(Cc3ccc(F)cc3)c3ccccc3S2)cc(OC)c1OC (stereo not drawn)
- KAT2A inh: -9%
CCn1cc(C(=O)NCc2ccc3c(c2)OCO3)c(=O)c2ccc(C)nc21
- KAT2A inh: 2%
CC[C@H](C)[C@H](NC(=O)[C@H](Cc1ccccc1)NC(=O)[C@H](CCC(=O)O)NC(=O)[C@H](CCCCN)NC(=O)[C@H](C)NC(=O)[C@H](C)NC(=O)[C@H](CCC(N)=O)NC(=O)CNC(=O)[C@H](CCC(=O)O)NC(=O)[C@H](CC(C)C)NC(=O)[C@H](Cc1ccc(O)cc1)NC(=O)[C@H](CO)NC(=O)[C@H](CO)NC(=O)[C@@H](NC(=O)[C@H](CC(=O)O)NC(=O)[C@H](CO)NC(=O)[C@@H](NC(=O)[C@H](Cc1ccccc1)NC(=O)[C@@H](NC(=O)CNC(=O)[C@H](CCC(=O)O)NC(=O)[C@H](C)NC(=O)[C@@H](N)Cc1cnc[nH]1)[C@@H](C)O)[C@@H](C)O)C(C)C)C(=O)N[C@@H](C)C(=O)N[C@@H](Cc1c[nH]c2ccccc12)C(=O)N[C@@H](CC(C)C)C(=O)N[C@H](C(=O)N[C@@H](CCCCN)C(N)=O)C(C)C
- KAT2A inh: -22%
Cn1nnnc1Sc1ncnc2scc(-c3ccccc3Cl)c12
- KAT2A inh: -1%

O=c1[nH]c(=O)c2ncc(-c3ccc(Cl)cc3)nc2[nH]1
- KAT2A inh: -7%
CCc1ccc(C2NC(C(=O)O)CS2)cc1 (stereo not drawn)
- KAT2A inh: 1%
O=C(Nc1ccccc1Cl)C1CC(=O)n2c(nc3ccccc32)N1 (stereo not drawn)
- KAT2A inh: 0%
Cc1cccc(N2CSC3=C(C#N)C(c4ccc(C)o4)CC(=O)N3C2)c1 (stereo not drawn)
- KAT2A inh: ?
CCN(CC)c1ncnc2c1ncn2[C@@H]1O[C@H](COP(=O)(O)OP(=O)(O)C(Br)(Br)P(=O)(O)O)[C@@H](O)[C@H]1O
- KAT2A inh: 1%
NS(=O)(=O)C#Cc1ccccc1
- KAT2A inh: 1%&17%
CNC(=S)N(Cc1ccc(OC)cc1)C1CC(=O)N(c2ccc(C(=O)OC)cc2)C1=O (stereo not drawn)
- KAT2A inh: 1%
O=[N+]([O-])O[C@H]1CO[C@H]2[C@@H]1OC[C@H]2O
- KAT2A inh: -1%
COC(=O)C1CCN(CC(=O)Nc2cc(Cl)ccc2OC)CC1
- KAT2A inh: -9%
Cc1ccc2c(c1)c1ncnc(N3CCC4(CC3)OCCO4)c1n2C
- KAT2A inh: -17%
O=[N+]([O-])c1ccc(-c2ccc(/C=N/c3c(-c4ccco4)nc4ccccn34)o2)c(Cl)c1
- KAT2A inh: -2%

# Compound activity from PubChem.

# Some of the compounds tested (hit frequency here may not be typical).
